All columns: NCI-60 one-dose screen, growth in % after 48 h at 10 µM unless noted; 100 = growth as untreated, 0 = no growth, -100 = all killed.
MDA-MB-231: MDA-MB-231 breast cancer; 5% of 81,000 active
MDA-MB-468: MDA-MB-468 breast cancer; 8.5% of 78,000 active; AID 2202374
SK-MEL-28: SK-MEL-28 melanoma. 4.1% of 81,000 active. AID 1794761
BT-549: BT-549 breast cancer. 4.4% of 78,000 active. AID 1794793
HS 578T: HS 578T breast cancer; 4.1% of 78,000 active
MCF7: MCF7 breast cancer; 6.3% of 82,000 active
LOX IMVI: LOX IMVI melanoma | 7.4% of 79,000 active | AID 1794757
T-47D: T-47D breast cancer | 5% of 79,000 active
Numbers without * were called inactive; . = no result given; & = joins results of further samples; [ ] = another dose, or the depositor's remark. The calls were made as follows: active = growth percent below 10; inactive = the rest.

SMILES	MDA-MB-231	MDA-MB-468	SK-MEL-28	BT-549	HS 578T	MCF7	LOX IMVI	T-47D
CC(=O)O[C@H]1CC[C@]2(C)C3=C(C(=O)C[C@H]2C1(C)C)[C@]1(C)CC[C@H]([C@H](C)CCC(=O)O)[C@@]1(C)CC3=O	107	113	105	94	119	90	98	91
Cc1cnc(NC(=O)CNc2nnc(-c3cccnc3SCc3ccccc3)s2)s1	88	95	111	104	103	98	99	104
Cc1ccc(C(=O)c2ccccc2Cl)cc1	104	100	99	89	108	103	100	100
O=C(Nc1ccc2ncnc(Nc3ccc(S(=O)(=O)Nc4ccccn4)cc3)c2c1)c1ccccc1	99	94	96	96	85	84	99	86
COc1ccc(CN2CCc3c(Sc4ccccc4OC)nc(N)nc3C2=O)c(OC)c1	117	102	108	.	102	86	.	89
NS(=O)(=O)c1ccc(-n2cc(CN3CCCCC3)nn2)cc1	105	101	109	108	100	97	101	110
CC(=O)OC1CC2C(C)(C)OC3CC(=O)OCC32C2CCC3(C)C(=CCC3c3ccoc3)C12C (stereo not drawn)	115	39	87	126	94	88	98	88
O=C(c1cccnc1)C1Cc2ccccc2C1=O (stereo not drawn)	93	100	121	101	126	70	94	103
O=C(N/N=C\c1ccc([N+](=O)[O-])cc1)c1ccc2nc(-c3ccc(Br)cc3)[nH]c2c1	62	-33*	37	6.7*	23	-4.4*	-53*	9.9*
CCOC(=O)c1nc(-c2ccccc2)oc1N(C)CC(O)C(O)C(O)C(O)CO (stereo not drawn)	102	99	98	97	95	96	97	92
C[C@H]1CNCc2ccc3ccccc3c21	105	102	100	97	108	97	96	88
N#CC(C#N)N=Nc1ccccc1Cl	85	113	102	99	99	93	99	104
CCOC(=O)C(CC(c1ccccc1)N1CCOCC1)[N+](=O)[O-] (stereo not drawn)	86	103	108	97	107	90	81	89
CCOC(=O)N1C/C(=C/c2ccc(Cl)cc2)C(=O)/C(=C/c2ccc(Cl)cc2)C1	68	33	105	82	64	5.2*	-57*	70
C=CCn1c2ccc(Br)cc2c2c3c(c4c5ccccc5ccc4c21)C(=O)NC3=O	98	87	100	104	106	77	103	87
O=C(Nc1nc(-c2ccccc2)cs1)c1ccc(Cc2n[nH]c(=O)c3cccnc23)cc1	96	112	103	99	93	98	91	99
Cc1ccc2c(c1)C13C(=C2Br)CCCN1C(=O)c1ccccc13 (stereo not drawn)	94	70	93	104	94	74	103	87
CC(=O)N1N=C(c2ccc(Br)cc2)CC1c1ccc(Oc2ccc(Cl)cc2)cc1 (stereo not drawn)	97	84	104	94	93	83	.	66
C=CCn1c2ccccc2c2c(C)c3ccncc3c(C)c21	61	61	100	79	86	53	69	45
CC(C)OC(=O)NCc1ccccc1	109	.	115	88	110	100	93	110
Clc1ccc2c(NCCCNc3nccc(Nc4ccc(Br)cc4)n3)ccnc2c1	-90*	.	-97*	4.5*	-56*	-99*	-86*	-56*
ClCCn1c[n+](CCCl)c2ccccc21	103	90	109	.	102	96	104	106
Clc1ccc2oc3c(NCCCN4CCOCC4)c4ccccc4nc3c2c1	25	5.2*	37	68	38	7.1*	-53*	52
Cc1c(COc2ccccc2-c2nnc(-c3ccncc3)o2)c(C)c(COc2ccccc2-c2nnc(-c3ccncc3)o2)c(C)c1COc1ccccc1-c1nnc(-c2ccncc2)o1	108	114	110	108	106	100	99	96
COc1cc(NC(=O)c2cncnc2Nc2ccc3c(ccn3Cc3ccccn3)c2)cc(OC)c1	51	16	64	35	35	31	40	45
CCCCCC(C)(O)C(C(=O)O)c1ccccc1 (stereo not drawn)	102	108	98	101	107	98	102	106
CSc1nc2ccccc2cc1/C=N/O	89	81	109	94	67	75	92	82
CS(=O)(=O)Nc1ccc(Cn2c(=O)[nH]c(=S)[nH]c2=O)cc1	107	102	116	100	100	104	101	95
CCCCc1nc2c(N)nc3ccccc3c2n1CC(C)(C)O	97	94	100	110	115	98	96	102
COc1cccc(C=O)c1OS(=O)(=O)c1ccccc1	114	97	110	118	96	101	93	93
CCCC[N+](CCCC)=c1ccc2nc3c(C)cc(N(CC)CC)cc3sc-2c1	-29*	-46*	-2.5*	2.1*	6.6*	-50*	-70*	-23*
Cc1ccc(NCCN(C)CC(C)O)c2c(=O)c3ccc(Cl)cc3sc12 (stereo not drawn)	-16*	-2.7*	-54*	.	59	17	-83*	50
O=C(NO)c1ccccc1F	111	97	104	108	98	94	106	94
OCCNCCNc1c2ccccc2nc2ccccc12	58	37	114	103	88	23	38	40
CC(=O)C(C)(NCc1ccccc1)c1ccccc1 (stereo not drawn)	99	.	104	.	104	100	100	104
CC(=O)Nc1cccc(Nc2nc(-c3ccc(Cl)cc3)n3ncc(C#N)c3n2)c1	74	78	104	88	107	72	75	65

Another view of some results above.
Cc1c(COc2ccccc2-c2nnc(-c3ccncc3)o2)c(C)c(COc2ccccc2-c2nnc(-c3ccncc3)o2)c(C)c1COc1ccccc1-c1nnc(-c2ccncc2)o1
  MDA-MB-231: 108
  MDA-MB-468: 114
  SK-MEL-28: 110
  BT-549: 108
  HS 578T: 106
  MCF7: 100
  LOX IMVI: 99
  T-47D: 96
COc1cc(NC(=O)c2cncnc2Nc2ccc3c(ccn3Cc3ccccn3)c2)cc(OC)c1
  MDA-MB-231: 51
  MDA-MB-468: 16
  SK-MEL-28: 64
  BT-549: 35
  HS 578T: 35
  MCF7: 31
  LOX IMVI: 40
  T-47D: 45

Other structures.
SMILES	MDA-MB-231	MDA-MB-468	SK-MEL-28	BT-549	HS 578T	MCF7	LOX IMVI	T-47D
Cc1cc(N=Nc2ccc(C)c(N=Nc3cc(C)c(N)cc3N)c2)c(N)cc1N	73&69	60&97	88&99	94	89&89	19&67	83&91	83&77
CC1NC(=O)c2c1c(=O)[nH]c1ccccc21 (stereo not drawn)	106	91	100	100	63	91	.	90
CN(C)c1ccc(/C=N/NC(=O)CSc2nc3sc4c(c3c(=O)n2-c2ccccc2)CCCCC4)cc1	44	26	47	71	24	35	37	61
C/C=C\C=C(C(=O)OC)C(=O)OC	97	102	119	113	122	103	94	96
CCOC(=O)C1C/C(=N\O)c2ccc(OC)c(OC)c2C1 (stereo not drawn)	114	116	116	94	98	98	104	91
COc1ccc(-c2no[n+]([O-])c2Nc2ccccc2Br)cc1	81	93	100	113	89	85	96	80
NS(=O)(=O)c1ccc(CCn2c(SCc3ccccc3)nc3ccccc3c2=O)cc1	94	94	106	108	69	98	95	89
CCCCOc1c(N)cccc1C(=O)OCCN(CC)CC	99	112	112	94	102	103	102	93
COc1ccc(/C=C/C(=O)c2cc(CC=C(C)C)c(OC)cc2OC)c(OC)c1	82	88	102	105	99	87	83	61
CCOC(=O)C1=C(N)Oc2n[nH]c(C)c2C1c1cc2cc(Br)ccc2nc1Cl (stereo not drawn)	89	106	104	100	109	96	91	86
COc1ccc(/C=C/c2nc3ccccc3n3c(=S)[nH]nc23)cc1	94	82	88	65	96	69	98	78
Cc1ccc(/C=N/NC(=O)c2ccc(S(C)(=O)=O)cc2)cc1	92	78	103	101	91	79	91	94
CCOP(=O)(OCC)c1nc(-c2ccccc2)oc1N(C)CC(O)C(O)C(O)C(O)CO (stereo not drawn)	102	107	107	115	108	89	102	94
COC(=O)C(N)CS (stereo not drawn)	102	107	112	92	115	130	98	.
CCOC(=O)C1O[N+]([O-])=C(c2ccc(OC)cc2)C1c1cc(OC)cc(OC)c1 (stereo not drawn)	114	101	118	115	108	91	98	92
CC(=O)c1ccc(Nc2nc(C(C)=O)c(C)s2)cc1	98	94	103	105	100	84	100	92
O=C(Cn1c2ccccc2c2ccncc21)N/N=C/c1cc(O)c(O)c(O)c1	101	111	108	107	105	106	97	98
Cn1cc(-c2csc(-c3cn(CCNC(=O)OC(C)(C)C)c4ccc(F)cc34)n2)c2cccnc21	78	19	89	65	84	47	72	1.1*
NC(N)=N/N=C(/CC(=O)c1ccccc1)c1ccccc1	94	96	110	112	.	96	87	98
C=C(C)[C@@H]1CC[C@]2(C)[C@H](CC[C@@H]3[C@H]4[C@H]5OC(=O)[C@@]4(CCC5(C)C)CC[C@]32C)[C@@]1(C)CC/C(N)=N/O	88	90	99	90	98	91	.	82
CC(C)OC1C=CCCC1 (stereo not drawn)	116	111	110	99	.	105	97	97
CCCNC(=O)c1cn2ncnc(Nc3cc(C(=O)NC4CC4)ccc3C)c2c1C	79	73	30	103	.	84	40	65
CN(c1ccccc1Cl)S(C)(=O)=O	106	93	105	121	114	100	100	105
COc1cccc2cc(C(=O)OCC(=O)Nc3nc(-c4ccccc4)cs3)c(=O)oc12	100	.	115	100	109	102	88	97
CCc1c(C)c(=N)c2ccccc2n1C	111	93	105	108	101	95	94	100
COc1cc(/C=C2/C(=O)Nc3ccc(Cl)cc32)ccc1OCc1ccc(F)cc1	78	83	103	96	97	46	54	90
O=c1cc(N2CCN(Cn3cncn3)CC2)c2cc(F)ccc2[nH]1	87	108	105	103	90	95	96	105
CCOC=Nc1c(C(=O)Nc2ccc(OC)cc2)oc2ncccc12	90	114	99	97	101	83	90	81
OCCc1ccc2ccccc2n1	104	107	113	111	101	104	94	106
C=CCC(=O)N[C@@H](Cc1ccc(-c2cc(Cl)cc(Cl)c2)cc1)[C@@H](O)[C@H](O)C(=O)OCC	96	92	108	88	111	95	98	85
O=C1N/C(=N\c2nccs2)S/C1=C\c1ccco1	71	52	60	72	66	35	24	49
CCOC(=O)c1c(Nc2ccccc2)nn2c(-c3ccco3)ccnc12	89	88	99	106	109	87	95	93
COC(=O)c1cc(C(=O)CBr)n2c1ccc1c3ccccc3ccc12	70	49	92	.	61	6.8*	32	58
O=C(Nc1ccccc1Cl)c1ccc(C(=O)Nc2ccccc2Cl)cc1	113	106	116	105	108	101	103	95
COc1ccc(-c2cc(-c3cccnc3)nc(OCc3nnc(-c4ccccc4)o3)c2C#N)cc1OC	92	105	113	.	104	104	96	100
O=C(Cn1nnnc1C(=O)c1ccccc1)c1ccc(Br)cc1	97	97	102	96	107	93	100	92

Ten compounds from above, sorted by number of heavy atoms, rising.
SMILES	MDA-MB-231	MDA-MB-468	SK-MEL-28	BT-549	HS 578T	MCF7	LOX IMVI	T-47D
CN(c1ccccc1Cl)S(C)(=O)=O	106	93	105	121	114	100	100	105
CCc1c(C)c(=N)c2ccccc2n1C	111	93	105	108	101	95	94	100
O=C1N/C(=N\c2nccs2)S/C1=C\c1ccco1	71	52	60	72	66	35	24	49
O=C(Cn1nnnc1C(=O)c1ccccc1)c1ccc(Br)cc1	97	97	102	96	107	93	100	92
O=c1cc(N2CCN(Cn3cncn3)CC2)c2cc(F)ccc2[nH]1	87	108	105	103	90	95	96	105
COC(=O)c1cc(C(=O)CBr)n2c1ccc1c3ccccc3ccc12	70	49	92	.	61	6.8*	32	58
O=C(Nc1ccccc1Cl)c1ccc(C(=O)Nc2ccccc2Cl)cc1	113	106	116	105	108	101	103	95
COc1cc(/C=C2/C(=O)Nc3ccc(Cl)cc32)ccc1OCc1ccc(F)cc1	78	83	103	96	97	46	54	90
COc1cccc2cc(C(=O)OCC(=O)Nc3nc(-c4ccccc4)cs3)c(=O)oc12	100	.	115	100	109	102	88	97
COc1ccc(-c2cc(-c3cccnc3)nc(OCc3nnc(-c4ccccc4)o3)c2C#N)cc1OC	92	105	113	.	104	104	96	100

Continuation.
SMILES	MDA-MB-231	MDA-MB-468	SK-MEL-28	BT-549	HS 578T	MCF7	LOX IMVI	T-47D
O=c1c2ccccc2nc(-c2ccccc2)n1/N=C/c1ccc2c(c1)OCO2	56	92	61	.	64	53	41	77
CC1(C2CCCCC2)NC(=O)NC1=O (stereo not drawn)	102	93	102	106	102	103	99	96
COc1ccc(/C=C2\C(=O)Nc3ccc(F)cc32)cc1OCc1ccccn1	.	63	107	94	83	39	75	76
C=C(C)[C@@H]1CC[C@]2(C(=O)NCCNCCNCCNC(=O)OC(C)(C)C)CC[C@]3(C)[C@H](CC[C@@H]4[C@@]5(C)CCC(=O)C(C)(C)[C@@H]5CC[C@]43C)[C@@H]12	80[100 µM]	103[100 µM]	106[100 µM]	94[100 µM]	74[100 µM]	95[100 µM]	106[100 µM]	83[100 µM]
CC/C(=C(/c1ccc(Cl)cc1)c1ccc(OCCN2CCCC2)cc1)c1ccc(OC)cc1	80	47	85	86	100	18	69	44
Nc1nc2c(ncn2CCC(CO)CO)c(=O)[nH]1	108	107	103	105	114	100	96	102
CC(C)C/C(=N\NC(=O)c1ccncc1)c1cc(Cl)ccc1O	36	-1.7*	41	-1.2*	.	5.4*	4.0*	25
COC(=O)/C=C1\S/C(=N\NS(=O)(=O)c2ccc(C)cc2)N(c2ccccc2)C1=O	109	102	104	115	99	95	99	99
OC(COc1ccc2c(c1)OCO2)CN1CCN(Cc2ccccc2)CC1 (stereo not drawn)	124	107	106	109	91	93	98	98
COc1ccc(C2=C/C(=C\c3cc(OC)c(OC)c(OC)c3)C(=O)NN2C(=S)NN)cc1	95	98	110	101	88	94	97	81
COc1ccc(/C=C/C(=O)c2c(O)cc3occc3c2OC)cc1	87	86	102	104	113	85	89	85
Oc1[nH]c2ccccc2c1N=Nc1nnc2n1N=C(c1ccc(Cl)cc1)CS2	90	96	100	71	86	80	74	72
CCOC(=O)c1c2c(c(-c3ccc(OC)cc3)n1Cc1ccccc1OC)CCCc1cnoc1-2	83	77	100	.	100	84	79	52
CCCCCCCCCCN(CCCCCCCCCC)CC(=O)c1ccc2cc(Br)c3ccccc3c2c1	67	100	113	72	.	99	22	72
COc1ccc(S(=O)(=O)NCCNc2cc(-c3cn(C(C)(C)C)nc3-c3cccc(F)c3)ccn2)cc1	80	.	104	78	93	82	97	65
CC(=O)OC1CCC2(C)C(=CC3C4CCC(=O)C4(C)CCC32)C1 (stereo not drawn)	98	.	102	96	119	98	100	105
Cc1ccc(S(=O)(=O)Nc2ccccc2C(=O)NO)cc1	103	103	101	108	94	95	100	108
CSc1cccc([N+](=O)[O-])c1	101	94	111	104	107	108	93	90
O=[N+]([O-])c1ccc(N2CCCC2)c([N+](=O)[O-])c1	92	91	111	102	90	121	102	102

High-throughput results from PubChem BioAssay.
